# CHRM4 antagonist = blocks acetylcholine activation of human M4 receptor; P08173; CHO-hM4 cells, ACh EC80, Fluo-8 calcium fluorescence; inhibition, % at 3 µM; 0.73% of 360,000 active; AID 624125;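 active = inhibition above its plate's cutoff, the mean inhibition of sample wells plus 3 SD, cut at about 27% in these data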;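 also: 0% = acetylcholine EC80 with DMSO and 100% = DMSO without agonist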
# Target sequence (P08173 whole entry, looked up): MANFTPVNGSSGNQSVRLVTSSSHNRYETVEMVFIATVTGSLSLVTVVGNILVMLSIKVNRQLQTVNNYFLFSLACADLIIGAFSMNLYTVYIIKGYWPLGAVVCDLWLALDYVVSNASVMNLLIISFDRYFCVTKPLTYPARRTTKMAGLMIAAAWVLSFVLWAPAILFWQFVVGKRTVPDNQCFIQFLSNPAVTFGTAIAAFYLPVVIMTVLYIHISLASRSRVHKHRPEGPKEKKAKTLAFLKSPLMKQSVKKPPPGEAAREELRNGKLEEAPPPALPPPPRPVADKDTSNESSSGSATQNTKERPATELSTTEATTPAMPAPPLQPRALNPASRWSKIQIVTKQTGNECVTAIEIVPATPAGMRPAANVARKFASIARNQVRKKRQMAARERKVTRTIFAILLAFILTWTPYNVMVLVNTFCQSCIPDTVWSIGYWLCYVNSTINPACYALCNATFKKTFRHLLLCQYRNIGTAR
# CHRM5 PAM = positive allosteric modulators of human muscarinic M5 receptor; AID 624038; CHO-K1 hM5, Fluo-8 calcium, ACh EC20 PAM; 0% = ACh EC20, 100% = ACh EC100; 0.3% of 360,000 active; activation, % at 3 µM;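 active = activation above the run cutoff, the mean activation of all test compounds plus 3 SD, cut at about 18% in these data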
# Target sequence (P08912 whole entry, looked up): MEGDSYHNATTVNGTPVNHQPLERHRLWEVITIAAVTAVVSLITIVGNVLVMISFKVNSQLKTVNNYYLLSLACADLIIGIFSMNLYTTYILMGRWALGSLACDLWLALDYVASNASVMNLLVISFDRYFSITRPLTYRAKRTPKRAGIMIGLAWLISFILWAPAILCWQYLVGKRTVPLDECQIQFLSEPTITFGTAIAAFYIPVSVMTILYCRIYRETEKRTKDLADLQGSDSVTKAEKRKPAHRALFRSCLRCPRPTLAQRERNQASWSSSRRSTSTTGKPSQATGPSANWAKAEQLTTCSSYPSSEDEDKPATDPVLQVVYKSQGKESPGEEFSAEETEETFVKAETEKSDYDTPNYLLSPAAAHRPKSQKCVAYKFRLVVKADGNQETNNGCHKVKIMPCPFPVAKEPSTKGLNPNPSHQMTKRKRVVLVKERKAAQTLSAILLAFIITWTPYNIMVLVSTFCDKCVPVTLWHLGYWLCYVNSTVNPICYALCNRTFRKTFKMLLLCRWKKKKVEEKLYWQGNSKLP
#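 Assay system: CHO-K1 hM5 cells / Incubation: Fluo-8 loading 80 min at 37 °C plus 30 min room temperature / Technique: Fluo-8 calcium dye fluorescence, kinetic read / Repeats: single replicate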
# CHRM5 agonist = CHRM5 agonism in calcium assay; P08912; CHO-K1 hM5 cells, Fluo-8 calcium fluorescence; 0% DMSO wells, 100% maximal acetylcholine response; activation, % at 3 µM; 0.19% of 360,000 active; AID 624037;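 active = activation above the run's mean over test compounds plus 3 SD, cut at about 23% in these data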;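 also: signal is peak over basal fluorescence ratio across the kinetic read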
# M1 PAM parental = counter-screen for M1 PAMs: effect in parental CHO-K1 cells | 0.02% of 360,000 active | ATP EC20, Fluo-8 calcium fluorescence; 0% at ATP EC20, 100% at ATP max | activation, % at 3 µM;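 active = activation above the run cutoff, the mean activation of all test compounds plus 3 SD, cut at about 40% in these data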;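 also: peak over basal fluorescence ratio in a 140 s read after ATP addition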
# CHO-K1 Ca antag = counter-screen for M1 antagonists: effect in parental CHO-K1 cells; AID 602250; ATP-induced calcium, Fluo-8 fluorescence; inhibition, % at 3 µM; 0.6% of 360,000 active;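 active = inhibition above a per-plate cutoff, the plate's mean sample inhibition plus 3 SD, cut at about 24% in these data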;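 also: 0% = DMSO plus EC80 ATP and 100% = DMSO alone without ATP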
# CHRM5 antagonist = blocks acetylcholine activation of human M5 receptor. CHO-hM5 cells, Fluo-8 calcium fluorescence, ACh EC80. P08912. inhibition, % at 3 µM. 0.59% of 360,000 active;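 active = inhibition above a per-plate cutoff, the mean of that plate's test compounds plus 3 SD, cut at about 27% in these data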;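 also: 0% = acetylcholine EC80 with DMSO and 100% = DMSO without agonist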
# M1 ag parental = M1 agonist counterscreen hit in parental CHO-K1 cells; activation, % at 3 µM; Fluo-8 calcium fluorescence; scaled to maximal ATP response, vehicle zero; AID 602248; 0.48% of 360,000 active; in the data active = activation above about 15%;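 also: untransfected CHO-K1 host cells lacking M1 receptor as counterscreen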
# CHRM4 agonist = CHRM4 agonism in calcium assay. CHO-K1 hM4/Gqi5, Fluo-8 calcium fluorescence; vehicle 0%, full acetylcholine response 100%. P08173. 0.14% of 360,000 active. activation, % at 3 µM;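 active = activation above the run mean over all test wells plus 3 SD, cut at about 32% in these data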;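 also: peak over basal fluorescence ratio per well then scaled between controls; 0% = DMSO wells and 100% = acetylcholine at EC100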
# M4 PAM = positive allosteric modulators of human muscarinic M4 receptor; P08173; CHO-K1 hM4/Gqi5, Fluo-8 calcium fluorescence, ACh EC20; 0% = ACh EC20, 100% = maximal ACh; activation, % at 3 µM; 0.4% of 360,000 active;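 active = activation above its plate's cutoff, the mean activation of sample wells plus 3 SD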; also: some results filed as inactive read as strong as hits
# An asterisk follows results filed as active.
structure	CHRM4 agonist	CHO-K1 Ca antag	CHRM5 antagonist	M1 ag parental	CHRM5 agonist	M4 PAM	CHRM5 PAM	CHRM4 antagonist	M1 PAM parental
COc1ccc(OCCNC(=S)Nc2cccc3ccccc23)cc1	8	-2	1	7.8	-5	-7	-18	-17	16
CCc1ccccc1NC(=S)NNC(=O)c1ccccc1Cl	1	-6	5	1.3	0	-1	-4	-2	-1
O=C(NS(=O)(=O)Nc1ccc(Cl)cc1)c1c[nH]c2ccccc12	1	21	10	0.5	-4	1	-7	-6	1
Cc1nc2ncnn2c(Nc2ccc3c(c2)OCO3)c1Cc1ccccc1	3	-7	0	1.0	-5	-4	-5	1	5
CC(C)(C)NC(=O)CSC(=Nc1ccccc1F)NC#N	1	-9	-5	1.1	-3	14	8	-8	12
CC(C)CC1(C)NC(=O)N(CC(=O)Nc2ccc3c(c2)OCCO3)C1=O (stereo unspecified)	4	10	14	1.7	-2	5	6	-13	-14
Cc1ccc(NC(=O)CCn2nnc3ccccc32)c(C)c1	1	5	11	-0.1	-5	5	-7	3	-10
CCOc1ccccc1N(CC(=O)NC(C)(C)C)C(=O)Cn1nnc(-c2ccc(C)o2)n1	1	-18	2	0.6	1	-3	-5	1	12
CCc1c(C)nc(SCC(N)=O)c(C#N)c1C	1	-10	5	0.6	1	0	-1	-1	26
CC(C)NS(=O)(=O)c1ccc(NC(=O)Cc2cccs2)cc1	1	-4	1	0.0	1	-1	0	18	12
CCc1ccc(NC(=O)C(NS(=O)(=O)c2cccc3nsnc23)c2ccccc2)cc1 (stereo unspecified)	-2	-20	6	-0.5	-4	0	-6	2	24
COc1cccc(N2CCN(C(=S)Nc3ccc(C)cc3C)CC2)c1	4	-3	3	1.5	1	5	1	6	-6
Cc1cccc(C)c1-n1c(SCC(=O)N2CC(=O)Nc3ccccc32)nc2ccccc2c1=O	12	-10	11	5.2	10	8	-7	3	39
CCN(CC)S(=O)(=O)c1ccc(N2CCN(C)CC2)c(NC(=O)CN2C(=O)NC3(CCCCC3)C2=O)c1	0	5	-7	0.7	-2	13	8	-18	9
COc1cc(/C=C2\SC(=O)N(CC(=O)Nc3ccccc3F)C2=O)cc(Cl)c1O	2	6	5	2.5	7	9	6	1	-9
COc1ccc(OC)c(S(=O)(=O)N2CCNCC2)c1	0	-21	-9	0.5	-2	17	6	-5	-10
O=C(Cc1ccccc1)c1ccc2c(c1)OCCO2	1	-17	7	0.0	-4	0	4	-2	15
OCCC1CN(Cc2ccc(F)cc2)CCN1CCc1ccccc1 (stereo unspecified)	1	-18	5	0.4	-20	1	2	-20	18
O=C(NCCc1ccccc1)c1nnc(CS(=O)(=O)c2ccccc2)o1	1	13	4	0.0	1	4	-6	-3	-5
O=[N+]([O-])c1cc(/C=N/n2c(-c3ccncc3)n[nH]c2=S)ccc1Cl	1	-7	-3	0.7	11	6	3	-2	14
COc1ccc(C(C)=O)cc1CC(=O)Nc1cccc(S(=O)(=O)N2CCOCC2)c1	2	-15	-2	0.9	2	3	3	0	17
CC(=O)Nc1ccc(NC(=S)Nc2ccccc2)cc1	0	-13	12	0.1	-2	2	-2	12	3
Cc1ccc(-c2cc(C(=O)NCC(c3ccccc3)N(C)C)c3ccccc3n2)o1 (stereo unspecified)	11	-6	7	2.7	0	4	-2	-1	-6
CCC1CCCCN1CC(=O)c1c(C)[nH]c2ccccc12 (stereo unspecified)	1	2	2	0.3	2	4	-2	6	9
CCCn1c2ccccc2c2cnn(CC(=O)NC3CCCCC3)c(=O)c21	2	7	6	0.2	-1	3	-1	-7	2
COc1ccccc1/C=C1\SC(=S)N(Nc2nc(C)cc(C)n2)C1=O	0	-16	4	0.3	-5	9	-4	-8	19
CCCC(O)(c1ccc(OC)cc1)C(CN(C)C)c1ccccc1 (stereo unspecified)	1	-8	-4	1.5	-2	2	0	1	21
Cc1ccccc1-c1noc(-c2cccs2)n1	0	-1	-4	0.1	1	0	-1	-15	9
O=C(CN1C(=O)c2ccccc2S1(=O)=O)c1cccc(Br)c1	0	-7	12	2.3	-2	7	-2	2	17
O=c1c2c([nH]c3ccc(Br)cc13)CCCC2	1	-19	-6	1.0	0	7	6	-7	22
Cc1cc(C)c(C(=O)CN2C(=O)NC3(CCC(C)CC3)C2=O)cc1C (stereo unspecified)	0	4	5	-0.5	-12	-12	-4	0	0
COc1ccc(/C(C#N)=C/c2ccccn2)cc1	-1	-9	4	-0.2	-4	0	-8	2	5
Cc1ccc(NC(=C(C#N)C#N)c2ccccc2)cc1	2	-5	4	2.7	-2	-2	-2	2	2
CCCc1nc(SCC(=O)N2CCC(Cc3ccccc3)CC2)c2c(=O)n(C)c(=O)n(C)c2n1	5	11	1	1.2	-1	0	-6	-7	-8
C/C(=N/NC(=O)c1cccs1)c1cccs1	-1	-17	9	0.1	1	-6	-6	9	10
C[C@H](CO)N1C[C@H](C)[C@@H](CN(C)C(=O)Nc2ccc(C(F)(F)F)cc2)Oc2ccc(NS(=O)(=O)c3ccc(F)cc3)cc2C1=O	1	-3	3	-0.1	0	4	10	19	9
O=C(CN1CCCCCCC1)NC(=O)NC1CCCCC1	1	-18	-1	-0.5	1	14	16	-2	9
CCCCn1c(N)c(N(CCOC)C(=O)c2cccc(OCc3ccccc3)c2)c(=O)[nH]c1=O	0	-3	8	0.0	-1	1	0	-1	-4
Cc1ccccc1OC(C)C(=O)Nc1ccc2c(c1)OCCO2 (stereo unspecified)	1	4	-18	0.1	-2	0	6	-2	-10
COc1ccc(CCNC(=O)CN2C(=O)COc3ccc(S(=O)(=O)N4CCOCC4)cc32)cc1OC	3	-11	-2	0.4	-4	6	6	-6	-3

# Four entries drawn at random from the list so far, as already listed:
structure	CHRM4 agonist	CHO-K1 Ca antag	CHRM5 antagonist	M1 ag parental	CHRM5 agonist	M4 PAM	CHRM5 PAM	CHRM4 antagonist	M1 PAM parental
CCN(CC)S(=O)(=O)c1ccc(N2CCN(C)CC2)c(NC(=O)CN2C(=O)NC3(CCCCC3)C2=O)c1	0	5	-7	0.7	-2	13	8	-18	9
COc1ccc(C(C)=O)cc1CC(=O)Nc1cccc(S(=O)(=O)N2CCOCC2)c1	2	-15	-2	0.9	2	3	3	0	17
CCc1ccc(NC(=O)C(NS(=O)(=O)c2cccc3nsnc23)c2ccccc2)cc1 (stereo unspecified)	-2	-20	6	-0.5	-4	0	-6	2	24
COc1ccccc1/C=C1\SC(=S)N(Nc2nc(C)cc(C)n2)C1=O	0	-16	4	0.3	-5	9	-4	-8	19

# Next section
structure	CHRM4 agonist	CHO-K1 Ca antag	CHRM5 antagonist	M1 ag parental	CHRM5 agonist	M4 PAM	CHRM5 PAM	CHRM4 antagonist	M1 PAM parental
CC(=O)NC(CC(=O)O)c1ccccc1 (stereo unspecified)	1	-10	3	1.0	-3	11	3	-3	17
CCOC(=O)N1CCC(NCCNC(=O)c2ccco2)CC1	2	-3	9	0.5	-4	2	0	-2	-6
COc1ccc(/C=N/Nc2nnc(Cc3ccccc3)c(=O)[nH]2)cc1OC	0	-18	-1	-0.2	4	6	1	0	18
O=S(=O)(NCc1csc(-c2cccnc2)n1)c1ccc(Br)cc1	5	-10	1	6.9	1	-5	-7	0	1
CC(=O)Oc1cccc(N2C(=O)C3C4C=CC(C4)C3C2=O)c1 (stereo unspecified)	0	-3	-5	0.2	-1	0	1	-1	14
Cc1c2c(nc3ccccc13)CCC(C)C2 (stereo unspecified)	-2	18	1	-1.1	-5	-2	-4	-6	-11
O=C(Nc1ccc(-c2nc3cccnc3s2)cc1)c1ccc(Cl)nc1	1	4	-2	21*	2	0	-2	-4	7
CC(=O)c1cccc(NC(=O)c2cnn3ccccc23)c1	5	-11	2	1.8	1	2	3	12	18
COc1ccc(C(=O)NCc2ccc(F)cc2)cc1S(=O)(=O)N1CCCC1	1	-4	1	0.2	2	-4	-1	1	-9
NC(=O)C1CC(=O)N(c2ccc(OCc3ccc(Cl)c(Cl)c3)cc2)C1 (stereo unspecified)	16	12	28*	13	9	-6	-13	9	2
CN(C)c1ccc(-c2noc(-c3ccccc3O)n2)cc1	0	-14	4	0.0	-4	2	-3	-2	4
COc1cccc(Cl)c1NC(=O)N1CCc2c([nH]c3ccccc23)C1C(F)(F)F (stereo unspecified)	1	-9	2	0.5	-7	-21	-1	-1	2
CCc1ccc(NC(=O)CCc2ccc(CC)o2)cc1	-1	-7	3	0.7	-12	0	-4	3	23
NC(Cc1ccc(F)cc1)c1csc(Nc2nccc(C(F)(F)F)n2)n1 (stereo unspecified)	31	-11	7	12	9	-5	4	-3	15
COc1ccc(/C=C/C(=O)NCC(=O)N2CCC(N(C)CCN3CCOCC3)CC2)cc1OC	0	-6	0	0.5	2	1	-2	0	14
CC1Sc2ccc(C(=O)Nc3ncccc3O)cc2NC1=O (stereo unspecified)	1	-4	-8	0.7	0	-1	3	-16	25
CCN(CC)CCNC(=O)Cc1nn(Cc2ccccc2)c(=O)c2ccccc12	1	-16	-9	0.4	-3	1	-2	2	12
COC(=O)c1ccc2c(=O)n(CCCCCC(=O)NCc3ccccn3)c(=O)[nH]c2c1	4	18	-3	0.6	2	7	-1	0	-5
O=C(Nc1ccccc1C(F)(F)F)NC1CCCCC1	0	2	1	-0.2	3	13	1	-6	6
COc1ccccc1NC(=O)N1c2ccccc2NC(=O)CC1C (stereo unspecified)	1	-14	-3	0.7	-4	13	8	-11	16
O=C(Nc1nccs1)c1ccc2c(c1)C(=O)N(Cc1cccnc1)C2=O	1	0	-8	8.5	-1	4	-1	-5	27
COc1ccc(OCC(O)CNC(=O)Nc2cccc3ccccc23)cc1 (stereo unspecified)	0	-3	15	7.0	-2	-16	-14	-10	7
COC(=O)Cc1ccc(NC(=O)c2ccc(C)c(C)c2)cc1	0	6	3	0.0	-3	16	0	6	13
CCOC(=O)c1c(C)nc2sc3c(=O)[nH]cnc3c2c1-c1ccc(OC)cc1	2	-15	-4	1.2	-1	6	3	-12	28
COc1ccc(/C=C2\SC(=O)N(CC(=O)NNC(=O)c3ccccc3O)C2=O)cc1	2	-7	4	1.2	-4	0	-5	-2	23
Nc1cc(N)nc(CS)n1	0	-7	-4	0.4	2	1	0	-1	10
CCN1CCN(C(=O)CS(=O)(=O)Cc2nc(-c3ccccc3C)oc2C)CC1	4	-16	10	3.0	-7	-5	-3	-6	15
Cc1ccc(Cl)cc1NC(=O)CN1C(=O)NC(C)(C2CC2)C1=O (stereo unspecified)	1	-10	-1	0.3	1	1	5	-12	7
Cc1ccc(NC(=O)c2cc([N+](=O)[O-])ccc2N2CCCC2)cc1	9	1	9	17*	2	-2	-3	-1	17
CC(=O)N(CCN1CCOCC1)Cc1cc2cc3c(cc2nc1Cl)OCO3	1	-13	4	-0.4	2	1	-5	-3	13
O=C(Nc1cccc(F)c1)C1CC(=O)N(c2ccc(Cl)cc2)C1 (stereo unspecified)	5	-1	0	2.0	2	-1	-3	0	15
COc1cc(/C=C2\SC(=O)N(c3ccc(Cl)cc3)C2=O)cc([N+](=O)[O-])c1O	-1	20	10	-0.5	0	3	2	17	-16
Cc1nc(C(=O)Nc2cc(Cl)ccc2Cl)nn1-c1cc(OC(C)C)c(Cl)cc1Cl	1	-6	-6	0.0	1	-1	-4	1	7
